# CBFb-RUNX1 inh: inhibitors of human CBF-beta and RUNX1 interaction. Q01196+Q13951. AlphaScreen CBFb-His/RUNX1-biotin binding, biochemical. Potency, µM (highest dose often 59.8 µM), inactives show at the top dose activity, negative = inhibition, most hits filed as inhibitors. 230,000 tested, under 10 active. AID 1477; also: % of control where 0% means no effect
# Target sequence (Q01196 whole entry, looked up): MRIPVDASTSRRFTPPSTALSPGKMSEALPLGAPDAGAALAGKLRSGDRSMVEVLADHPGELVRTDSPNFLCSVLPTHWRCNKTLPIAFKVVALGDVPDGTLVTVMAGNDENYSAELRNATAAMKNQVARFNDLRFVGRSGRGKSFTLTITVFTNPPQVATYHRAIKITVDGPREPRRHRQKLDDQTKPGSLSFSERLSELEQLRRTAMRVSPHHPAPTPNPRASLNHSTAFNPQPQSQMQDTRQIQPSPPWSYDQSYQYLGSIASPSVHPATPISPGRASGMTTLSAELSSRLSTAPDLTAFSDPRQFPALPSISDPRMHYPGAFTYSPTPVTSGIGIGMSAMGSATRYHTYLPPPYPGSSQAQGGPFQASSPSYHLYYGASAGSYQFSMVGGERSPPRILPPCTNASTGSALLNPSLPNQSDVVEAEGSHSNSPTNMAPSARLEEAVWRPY
# Target sequence (Q13951 whole entry, looked up): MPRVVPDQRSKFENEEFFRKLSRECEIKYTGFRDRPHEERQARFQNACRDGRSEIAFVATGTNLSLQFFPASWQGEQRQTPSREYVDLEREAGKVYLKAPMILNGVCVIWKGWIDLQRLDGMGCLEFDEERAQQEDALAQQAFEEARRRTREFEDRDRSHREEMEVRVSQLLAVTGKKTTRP
#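 His-tagged CBF-beta and biotinylated RUNX1 (30 nM each) were premixed 20 min at room temperature, exposed to compound for 15 min, then given nickel-chelate and streptavidin AlphaScreen beads (50 ng each). After 90 min, AlphaScreen signal was read.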
# HTT aggregate: mutant huntingtin aggregation inhibition | PC12 HttQ103-GFP aggregates, Acumen cytometry, 40 h | Potency, µM (series often up to 46.1 µM), for the others: top-dose activity change, negative = inhibition, actives largely listed as inhibitors | actives 1.1% (n = 220,000); also: potency is read from the fitted curve at half-maximal effect; % is scaled to controls: 0 for no effect and ±100 for the full control effect; nearly all actives have a fitted effect of over 60% in size
#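 Quantitative HTS on tebufenozide-induced (100 nM) PC12 cells stably expressing polyQ103 Huntingtin exon 1–GFP. Reduction of bright GFP aggregates, detected by laser scanning cytometry after lysis, identified actives across the titration.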
# Epigenetic derep: derepresses silenced GFP reporter in murine cells. actives 0.2% (n = 280,000). Potency, µM (doses to about 53.9 µM), for inactives: top-dose GFP activation, most hits filed as activators. murine LDR cells, GFP reporter derepression, 30 h; also: potency is read from the fitted curve at half-maximal effect; % of control where 0% means no effect; nearly all actives have a fitted effect of over 60% in size
#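 Murine LDR cells carrying a silenced, genomically integrated CMV-driven GFP reporter were exposed to compound for 30 hours at 37 C. After PBS washes, GFP-positive cells (20–120 um objects) were counted by laser-scanning microplate cytometry.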
# Luc counter: blocks Kinase-Glo luciferase, a counter-screen artifact. Kinase-Glo luciferase, ATP luminescence, 8 min. Q27757. AID 1379. Potency, µM (highest dose often 38.3 µM), inactives show at the top dose activity change, negative = inhibition, hits mostly inhibitors. actives 0.28% (n = 200,000); also: potency is read from the fitted curve at half-maximal effect; % is scaled to controls: 0 for no effect and ±100 for the full control effect; nearly all actives have a fitted effect of over 60% in size
#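 Compound is pinned into ATP-containing buffer (10 uM ATP, imidazole pH 7.2, 7 mM MgCl2). Kinase-Glo luciferase reagent is then added. Light output is recorded following an 8-min room-temperature incubation.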
# NPSR antagonist: neuropeptide S receptor (human) antagonism, cAMP | Q6W5P4 | CHO-NPSR cells, cAMP TR-FRET, antagonist mode | Potency, µM (top dose mostly 38.3 µM), inactives show at the top dose activity change, negative = inhibition, actives largely listed as inhibitors | actives 1% (n = 220,000); also: potency is read from the fitted curve at half-maximal effect; % is scaled to controls: 0 for no effect and ±100 for the full control effect; nearly all actives have a fitted effect of over 50% in size; many of its hits are not listed in these tables
# Target sequence (Q6W5P4 whole entry, looked up): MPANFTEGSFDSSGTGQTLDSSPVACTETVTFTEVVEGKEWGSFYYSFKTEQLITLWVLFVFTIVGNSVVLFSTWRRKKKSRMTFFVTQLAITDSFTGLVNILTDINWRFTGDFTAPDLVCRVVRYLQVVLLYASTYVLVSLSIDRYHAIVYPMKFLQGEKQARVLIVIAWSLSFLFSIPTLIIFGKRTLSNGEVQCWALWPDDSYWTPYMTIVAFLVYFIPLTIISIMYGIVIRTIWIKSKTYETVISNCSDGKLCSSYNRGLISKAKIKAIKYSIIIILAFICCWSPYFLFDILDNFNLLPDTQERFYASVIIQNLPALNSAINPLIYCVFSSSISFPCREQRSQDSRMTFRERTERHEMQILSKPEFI
# LMNA splice mod: changes lamin A minigene splicing in HeLa cells; actives 0.01% (n = 200,000); AID 1487; HeLa LMNA splicing GFP/RFP minigene ratio, 48 h; Potency, µM (top dose mostly 46.1 µM), for the others: top-dose ratio change, negative = inhibition, most hits filed as inhibitors; active = well fitted inhibition curve with a large enough effect in the signal ratio, with a control signal flat, not every such curve was filed as active; inconclusive = small, poorly fitted or top-dose-only effect, or effect the other way, or a change in a side signal; the % refers to the signal ratio; also: potency is read from the fitted curve at half-maximal effect; % is scaled to controls: 0 for no effect and ±100 for the full control effect
#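 S3 HeLa stable clones carrying a lamin A-EGFP splicing minigene plus DsRed2 were seeded at 600 cells/well in Opti-MEM with 2% FBS, pin-dosed and incubated 48 h at 37°C. Acumen cytometry (488 nm) gave the GFP/RFP total-intensity ratio.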
# IMPase Li cell: IMPase inhibition in cells with lithium potentiation | CHO-M1 cells, IP1 TR-FRET (IP-One), carbachol + lithium | Potency, µM (doses to about 59.4 µM), without a hit: at the top dose activity, negative = IMPase inhibition, most hits filed as inhibitors | actives 0.35% (n = 210,000);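 also: IP1 builds up when IMPase is blocked and the TR-FRET signal falls; potency is read from the fitted curve at half-maximal effect; plate controls were basal vehicle for no effect and high inhibitor control for full effect; nearly all actives have a fitted effect of over 50% in size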
#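 Steps: plate 2000 CHO-M1 cells per well and culture 16–30 h; add compound and lithium; incubate 30 min, 37C; add d2-IP1 tracer and Eu cryptate anti-IP1 antibody in lysis buffer; read after 10 min at room temperature.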
# Starred values were filed as active, the others as inactive; ? = inconclusive; . = not tested or not shown; [ ] = dose if it differs, or a comment. Unless noted, calls follow the shape of the dose curve; as a rule, active = well fitted curve in the direction sought with a large enough effect; inconclusive = small, poorly fitted or top-dose-only effect, or another doubt; inactive = no such curve, though single readings can be large; an effect the other way counts as inactive or inconclusive. This is a subset; count on the stated rates, not on these rows.
SMILES,CBFb-RUNX1 inh,HTT aggregate,Epigenetic derep,Luc counter,NPSR antagonist,LMNA splice mod,IMPase Li cell
Cc1ccccc1C(=O)OC1OC(=O)C(Cl)=C1Nc1ccccc1 (stereo not drawn),5.2%,-6.5%,3.4%,-1.6%,-35.0%,?,18.5%
OC(c1cc(C(F)(F)F)nc2c(Cl)cc(Cl)cc12)C1CCCCN1 (stereo not drawn),4.5%,-13.5%[9.22 µM],6.4%,.,?,.,.
Cn1c(=O)c2c(-c3ccccc3)n(N3CCOCC3)cc2n(C)c1=O,-7.0%,-4.5%,-5.0%,.,-10.2%[46.1 µM],9.1%,.
COc1ccc(-c2nc(O)c3cnccn23)cc1,-5.2%,?,-1.9%,-1.1%,-20.6%,-7.4%,20.1%
Cc1ccccc1N=C/C=C1/C=C(c2ccccc2)OC(C)(C)O1,2.5%,-29.1%,22.4µM*,-1.7%,-15.8%[46.1 µM],?,10.7%
CC(C(=O)NCCN1CCOCC1)(c1ccccc1)c1ccccc1,-1.3%,33.7%[9.22 µM],-6.0%,0.2%,0.9%,?,12.9%
COc1ccc2nc(-c3ccc(Cl)cc3)cc(C(=O)O)c2c1,12.0%,6.6%[9.22 µM],-1.0%,.,42.3%,.,.
COc1ccc(CCNC(=O)CN2C(=O)NC(C)(c3ccc([N+](=O)[O-])cc3)C2=O)cc1 (stereo not drawn),20.3%,2.1%,-1.3%,2.7%,-4.1%,.,-2.0%
O=C1C2(c3ccccc3)CN(CCCO)CC1(c1ccccc1)CN(CCCO)C2,-0.8%,-1.0%,-1.0%,1.3%,2.3%[46.1 µM],-3.6%,18.0%[38.3 µM]
CS(=O)(=O)Nc1ccc(-c2n[nH]c(=S)n2-c2ccccc2)cc1,4.2%,-8.1%,0.0%,1.5%,-2.9%[46.1 µM],7.1%,?
N#CC(c1ccc(O)cc1)N1CCCCC1 (stereo not drawn),-0.8%,6.8%,-3.9%,-2.2%,0.7%[46.1 µM],4.4%,26.2%[38.3 µM]
CC(C)C[C@@H]1NC(=O)[C@H](Cc2ccc(O)cc2)NC(=O)[C@H](CCC(N)=O)NC(=O)c2cc([N+](=O)[O-])cc(I)c2NCC[C@@H](C(N)=O)NC1=O,5.0%[2.36 µM],-8.3%,5.4%,2.9%,15.9%,-4.6%,-1.5%
Clc1ccc2c(N/N=C/c3ccccc3Br)ccnc2c1,-7.7%,24.7%,1.1%,-0.9%,-56.1%,?,14.8%
C=CC(=O)NN(C)c1ncc(C(F)(F)F)cc1Cl,1.9%,-6.8%[9.22 µM],-1.3%,-0.3%,6.8%,?,-5.3%
CCCCCCN(C(=O)CCCCCN1C(=O)NC(c2ccc(C(F)(F)F)cc2)C(C(=O)OCc2ccccc2)=C1C)C(C(=O)NCCCC)c1ccc(OCC(=O)OC)c(C(=O)OC)c1 (stereo not drawn),13.4%,.,0.3%,0.2%,.,.,2.7%
Cn1c(SCC(=O)NC2CC2)nnc1C(F)(F)F,5.2%,3.0%,-0.2%,3.0%,?,-3.4%,7.8%[38.3 µM]
O=C(O)Cn1c2ccccc2c2ccccc21,-8.4%,10.1%[9.22 µM],0.0%,-5.0%,1.5%,-5.5%[46 µM],4.6%
Cc1cc(C)nc(NC(=O)c2c(C(=O)O)noc2C)n1,1.2%,2.3%,0.3%,-1.1%,2.9%,?,2.1%
COc1ccc(/C=N/N2CCOCC2)cc1O,2.2%,-4.2%,-1.0%,-7.3%,6.5%,-8.2%,-3.7%
CCCCCC(=O)Nc1cccc(C2=NOC3(C2)C[C@H](C(N)=O)N(C(=O)[C@H]2CCC(=O)N2)C3)c1 (stereo partly drawn),0.4%,-3.6%[9.22 µM],-2.4%,.,35.9%,.,.
COC(CNC(=O)c1ccc2nc(-c3cccs3)c(-c3cccs3)nc2c1)OC,-11.7%,12.0%,1.1%,0.7%,5.6%,-18.8%,?
CN(C)S(=O)(=O)c1ccc(Cl)c(NC(=O)COC(=O)[C@@H]2CCCN2C(=O)c2cccs2)c1,11.3%,4.6%,?,3.6%,-7.8%,-3.5%[46 µM],-9.5%
CCOC(=O)c1cc(CC)sc1NC(=O)c1ccc(N2CCOCC2)c([N+](=O)[O-])c1,-1.2%,-4.5%,-0.9%,-2.9%,0.7%[46.1 µM],-4.7%,-11.9%[38.3 µM]
O=C(Cn1cc([N+](=O)[O-])cn1)N1CCc2ccccc2C1,8.2%,4.5%,-0.1%,6.5%,13.3%,-16.4%[46 µM],4.4%
Cc1ccsc1CN1CCC(C(=O)NCc2ccccc2Cl)CC1,9.0%,-13.5%,3.5%,-0.2%,5.0%,-2.1%,20.0%
CC(C)Oc1ccc(CCC(=O)NNC(=O)CCC(=O)O)cc1,-12.5%,14.8%[9.22 µM],-1.4%,.,-6.9%[7.67 µM],.,.
COc1ccc(CCNC(=O)CN(c2ccccc2OC)S(C)(=O)=O)cc1OC,6.4%,-2.0%,-0.2%,-4.8%,7.4%[46.1 µM],-0.7%,-12.7%[38.3 µM]
Cc1cc(-c2nn(-c3ccccc3F)cc2CN2CCCC(O)C2)c(C)s1 (stereo not drawn),0.2%,-13.2%,-1.7%,6.7%,-1.2%,13.9%[46 µM],19.8%
COc1ccc(/C=N/NC(=O)c2ccncc2)cc1CSc1nc2ccccc2s1,-1.0%,7.6%,1.3%,-0.3%,-27.4%[46.1 µM],-13.7%,9.4%
COc1ccc(C2C(C(N)=O)=C(C)Nc3nc(-c4ccccc4)nn32)cc1OC (stereo not drawn),-2.0%,-3.9%,0.8%,0.2%,-6.0%[46.1 µM],-8.7%,-1.5%[38.3 µM]
O=C(CN1C(=O)C2C3CC(C(Br)C3Br)C2C1=O)N1CCN(Cc2ccccc2)CC1 (stereo not drawn),7.2%,-5.2%[9.22 µM],2.0%,.,-2.3%,.,.
Cc1c(C(=O)N2CCN(c3ccccn3)CC2)oc2ccccc12,-2.7%,?,0.0%,-1.7%,-16.1%[46.1 µM],3.2%,37.2%[activator][38.3 µM]
CN1CCN(S(=O)(=O)c2ccc(NC(=O)Cc3cccs3)cc2)CC1,6.7%,0.5%,1.2%,0.6%,10.3%[46.1 µM],-7.5%,12.9%[38.3 µM]
COc1cc(NC(=O)c2cc3nc(C4CC4)cc(C(F)(F)F)n3n2)c(OC)cc1Cl,-4.2%,-1.8%,4.5%,-2.5%,-12.8%[46.1 µM],-2.9%,-3.8%[38.3 µM]
CC(C)COP(=O)(c1ccc(N(C)C)cc1)C(O)c1ccccc1F (stereo not drawn),4.1%,9.2%,-1.2%,4.0%,9.2%[46.1 µM],15.0%,5.3%[38.3 µM]
CCCn1c(NC(=O)C2COc3ccccc3O2)nc2ccccc21 (stereo not drawn),3.8%,?,0.0%,-0.3%,-7.8%[46.1 µM],0.1%,29.8%[38.3 µM]
NC(=O)CSc1nccn1Cc1ccccc1,0.1%,0.1%,-0.1%,-0.1%,12.1%,.,-1.0%
CCC(CC)c1nnc(NC(=O)Cc2ccccc2[N+](=O)[O-])s1,3.6%,7.8%[9.22 µM],-0.8%,2.8%,9.3%,-3.9%[46 µM],7.0%
CC(=O)COc1ccc2c(-c3cccc([N+](=O)[O-])c3)cc(=O)oc2c1,-2.5%,-14.9%[9.22 µM],2.1%[10.1 µM],0.8%,-7.9%,?,3.8%
Cc1ccccc1NC(=S)N(CCCN1CCOCC1)Cc1ccccn1,-11.9%,-9.5%,3.8%,2.3%,9.8%,-9.0%,1.2%
COc1ccc(C)cc1N(C(=O)COc1cccc(F)c1)c1nc2ccccc2s1,4.5%,14.5%,1.1%,-1.2%,-36.8%,?,10.6%
Cc1cc(C)cc(NC(=O)CSc2ncc(S(=O)(=O)c3ccccc3)c(=O)[nH]2)c1,-2.3%,-0.3%,0.0%,4.3%,11.9%,-4.3%,-6.7%
CC(C)(C)c1ccc(NC(=O)N2CCN(c3ccc([N+](=O)[O-])cn3)CC2)cc1,0.8%,31.8%[9.22 µM],8.7%,.,41.1%,.,.
COCCNC(=O)c1cc2sc3ccccc3c2s1,2.9%,?,0.0%,-1.9%,16.9%[46.1 µM],-5.7%,14.9%[38.3 µM]
CCN(CC)S(=O)(=O)c1cccc(NC(=O)/C=C/c2cccc([N+](=O)[O-])c2)c1,-13.4%,-16.9%,0.0%,2.5%,-25.0%[46.1 µM],-14.6%,20.7%
O=C(CSC1=Nc2ccccc2C2=NC(CC(=O)NC3CCCCC3)C(=O)N12)NCc1ccco1 (stereo not drawn),-18.1%,23.7%,0.9%,-2.0%,-13.7%[46.1 µM],20.3%,-21.3%[38.3 µM]
Cc1cccc(NC(=O)c2cccc3c2C(=O)c2ccccc2-3)c1,-3.2%,-12.5%,0.0%,-5.1%,-16.7%[46.1 µM],10.6%,0.7%[38.3 µM]
CCOC(=O)c1c(NC(=O)CSc2nnc(-c3ccccc3)n2CC)sc(C(C)=O)c1C,4.4%,-10.5%,-14.5%,-2.1%,?,?,21.2%[38.3 µM]
CCOC(=O)c1cnc(SC)nc1Nc1cccc(F)c1,8.1%,?,1.3%,0.9%,-7.7%[46.1 µM],27.4%,8.3%[38.3 µM]
COc1cc2c(cc1OC)C(C1(O)CCCCC1)NCC2 (stereo not drawn),13.9%,7.8%[9.22 µM],1.1%,.,-23.7%,-5.4%[46 µM],.
Cc1nnc(NC2CCCCC2)[nH]c1=O,8.3%,-10.2%,-0.8%,3.6%,-8.0%[46.1 µM],8.3%,-0.9%[38.3 µM]

# Screening results (PubChem)
